GLP1R inv ag: GLP-1 receptor (human) inverse agonism; P43220; HEK293 GLP-1R CRE-luciferase, luminescence, 24 h; GLP-1R form is constitutively active; Potency, µM (series often up to 38.3 µM), for inactives: top-dose activity change, negative = inhibition, hits mostly inhibitors; 1.6% of 410,000 active; AID 624417; further: potency means the concentration at half of the fitted maximal effect; on the % scale 0 is the no-effect control and ±100 the full control effect; nearly all actives have a fitted effect of over 55% in size
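Using stably transfected HEK293 (constitutively active GLP-1R, cAMP-luciferase reporter), compounds were incubated 24 hr and luciferase measured by luminescence.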
GLP1R cytotox: cytotoxicity counter-screen for GLP-1 receptor inverse agonists; 0.13% of 410,000 active; Potency, µM (series often up to 38.3 µM), for inactives: at the top dose activity change, negative = inhibition, hits mostly inhibitors; HEK293 cAMP-luciferase reporter cells, luminescence, 24 h; AID 624418;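 further: loss of luciferase light is scored as toxicity; potency means the concentration at half of the fitted maximal effect; on the % scale 0 is the no-effect control and ±100 the full control effect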
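MLSMR compounds, 24 hr on cells at 37 deg C/5% CO2; luminescence after luciferase reagent (12 min RT). Inhibition counted as the undesired cytotoxic outcome.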
PLK1 PBD block: blocks phosphopeptide binding to human PLK1 polo-box domain; P53350; Plk1 PBD binding of FITC phosphopeptide, fluorescence polarization; Potency, µM, inactives show max response, negative = inhibition, most hits filed as inhibitors; 2.8% of 360,000 active; AID 720504; further: potency means the concentration at half of the fitted maximal effect; series mostly up to about 57 µM; on the % scale 0 is the no-effect control and ±100 the full control effect; nearly all actives have a fitted effect of over 65% in size
GLP-1R agonist: activates the human GLP-1 receptor. HEK293 GLP-1R CRE-luciferase, luminescence, 4-6 h; cells express a hypersensitive GLP-1R form. Potency, µM (top dose mostly 45.6 µM), for the others: top-dose activation, hits mostly activators. 0.007% of 380,000 active. AID 624172; further: potency means the concentration at half of the fitted maximal effect; % of control where 0% means no effect
DRD3 antagonist: blocks the human D3 dopamine receptor; P35462; 2.5% of 360,000 active; max response, negative = inhibition, %; D3R cells, DiscoveRx beta-arrestin luminescence, antagonist mode; active compounds read low; in the data active means max response below about -50%; inconclusive means no clear call, values can overlap the other calls; further: on the % scale 0 is the no-effect control and ±100 the full control effect; mostly tested at two doses, the higher about 12 µM
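Cells expressing the human receptor were seeded at 1500 cells/well, incubated overnight at 37 degrees C in 5% CO2, then exposed to library compounds with dopamine controls for 90 minutes at 37 degrees C before luminescent detection.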
D3 ag: agonists of human D3 dopamine receptor; D3R DiscoveRx beta-arrestin cells, luminescence, 90 min; max activation, %; 0.58% of 410,000 active; AID 652048; in the data active means max activation above about 30%; further: 0% is about no effect; mostly tested at two doses, the higher about 12 µM
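Agonist-mode cell screen: cells plated at 1500/well and incubated overnight at 37 °C, then exposed to library compounds for 90 min at 37 °C. Detection reagent was added for 30–60 min at room temperature, and luminescence was read.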
WRN inhibitor: inhibitors of human WRN helicase; AID 651768; Q14191; 0.46% of 360,000 active; Potency, µM (titrated, usually from 114 µM), for the others: at the highest dose activity change, negative = inhibition, usual class: inhibitors; WRN helicase unwinding, fluorescent forked duplex, kinetic; further: potency means the concentration at half of the fitted maximal effect; on the % scale 0 is the no-effect control and ±100 the full control effect; nearly all actives have a fitted effect of over 55% in size
Target sequence (Q14191 whole entry, looked up): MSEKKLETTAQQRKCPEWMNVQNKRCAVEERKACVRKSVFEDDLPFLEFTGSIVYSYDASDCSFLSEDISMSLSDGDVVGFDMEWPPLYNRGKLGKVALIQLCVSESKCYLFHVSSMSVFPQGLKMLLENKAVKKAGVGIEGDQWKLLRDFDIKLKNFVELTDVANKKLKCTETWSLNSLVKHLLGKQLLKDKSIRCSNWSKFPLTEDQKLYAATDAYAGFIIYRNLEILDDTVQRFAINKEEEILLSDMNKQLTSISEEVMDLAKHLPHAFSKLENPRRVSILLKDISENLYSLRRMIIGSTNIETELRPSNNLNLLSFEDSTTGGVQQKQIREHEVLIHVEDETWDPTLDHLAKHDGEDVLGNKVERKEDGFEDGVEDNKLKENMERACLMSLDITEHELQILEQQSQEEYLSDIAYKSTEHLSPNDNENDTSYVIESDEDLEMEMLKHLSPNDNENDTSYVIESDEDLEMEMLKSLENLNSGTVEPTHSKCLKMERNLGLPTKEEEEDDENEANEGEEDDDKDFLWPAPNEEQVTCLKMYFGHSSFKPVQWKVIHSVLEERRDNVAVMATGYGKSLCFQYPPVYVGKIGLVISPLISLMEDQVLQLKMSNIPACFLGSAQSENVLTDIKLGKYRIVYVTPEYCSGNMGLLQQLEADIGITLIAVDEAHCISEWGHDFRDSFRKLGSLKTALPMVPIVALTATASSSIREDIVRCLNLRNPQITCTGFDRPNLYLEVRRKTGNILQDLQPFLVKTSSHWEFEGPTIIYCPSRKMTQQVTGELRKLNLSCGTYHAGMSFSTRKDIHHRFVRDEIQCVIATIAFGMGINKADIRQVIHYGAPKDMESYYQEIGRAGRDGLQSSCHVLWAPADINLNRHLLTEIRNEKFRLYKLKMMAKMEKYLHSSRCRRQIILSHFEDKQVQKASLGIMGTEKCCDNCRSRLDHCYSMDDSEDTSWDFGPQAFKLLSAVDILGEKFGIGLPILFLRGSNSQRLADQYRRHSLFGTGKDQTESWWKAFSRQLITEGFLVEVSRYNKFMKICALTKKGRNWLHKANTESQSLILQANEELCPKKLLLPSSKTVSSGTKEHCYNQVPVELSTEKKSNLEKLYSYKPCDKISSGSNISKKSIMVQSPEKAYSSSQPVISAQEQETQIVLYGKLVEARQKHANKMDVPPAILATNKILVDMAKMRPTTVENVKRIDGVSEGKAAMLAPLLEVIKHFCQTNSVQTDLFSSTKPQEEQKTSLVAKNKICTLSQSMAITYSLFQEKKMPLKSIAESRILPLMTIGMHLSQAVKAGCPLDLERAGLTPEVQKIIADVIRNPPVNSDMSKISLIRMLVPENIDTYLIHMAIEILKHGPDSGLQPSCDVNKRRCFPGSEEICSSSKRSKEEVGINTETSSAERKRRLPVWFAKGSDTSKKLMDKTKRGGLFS
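WRN at 20 nM final preincubated with compound 15 min at room temperature; reaction started with 100 nM fluorophore/quencher forked duplex oligonucleotide and 2 mM ATP final. Unwinding followed kinetically by red fluorescence (ex 525, em 598 nm).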
PI5P4Ka inh: inhibitors of human PI5P4K alpha; P48426; PI5P4Kalpha enzyme, ADP-Glo luminescence, 60 min; active compounds read low; max response, %; 1.2% of 330,000 active; active means max response of -50% or lower; inconclusive means between -30% and -50%; inactive means -30% or higher; further: value at the top dose of about 77 µM; on the % scale 0 is the no-effect control and ±100 the full control effect
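Reactions run in 0.038 M HEPES pH 7.4, 0.28 mM EGTA, 0.1% CHAPS and 5% DMSO, with PI5P4Kalpha, substrate, compound and 5 microM ATP final, one hour at room temperature. Readout is ADP-Glo luminescence.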
IL-2 act: activates IL-2 in a cell-based reporter assay | activation, % (series mostly up to about 46 µM) | IL-2 activation reporter assay, cell-based qHTS; stimulated with anti-CD3/CD4/CD28 beads; in transgenic mouse T cells | 0.065% of 360,000 active; in the data active means activation above about 50%; inconclusive means mostly about 30% to 49%; further: 0% is about no effect
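Using fluorescent plate cytometry, EGFP and DsRed are detected in transgenic mouse T cells stimulated 18 h at 37 degrees C with antibody-coated beads after 60 min compound pretreatment.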
* hit, by the source's call; u = inconclusive; x = no result given; & = joins results of further samples; [ ] = remark or other dose. Unless noted, the call rests on the fitted dose curve; in most records, active means well fitted curve in the direction sought with a large enough effect; inconclusive means small, poorly fitted or top-dose-only effect, or another doubt; inactive means no such curve, though single readings can be large; an effect the other way counts as inactive or inconclusive.

SMILES	GLP1R inv ag	GLP1R cytotox	PLK1 PBD block	GLP-1R agonist	DRD3 antagonist	D3 ag	WRN inhibitor	PI5P4Ka inh	IL-2 act
O=C(c1ccc(-c2ccccc2)cc1)C1CCCN(Cc2ccncc2)C1 (stereo not drawn)	u	-10%	-12%	27%	-8	-9	-1%	0	0.7
COc1ccc(OCC(=O)Nc2ccccc2N2CCCCC2)cc1	u	-22%	-1%	22%	19	9	6%	1	-4.1
CCc1ccc(NC(=O)C(=O)NCCc2sc(-c3ccc(C)cc3)nc2C)cc1	6%	-4%	x	1%	x	7	x	x	x
CCCCn1c(N)c(N(CCOC)C(=O)c2cc(S(=O)(=O)N3CCCCC3)ccc2Cl)c(=O)[nH]c1=O	-2%	-2%	-3%	-5%	4	4	-16%	4	-1.7
CC(C)c1nnc(SCC(=O)NCc2ccco2)n1C	16%	21%	-15%	4%	15	2	-9%	-1	-0.2
COC(=O)c1sc(NC(=O)CSc2nnnn2C)nc1C	-18%	2%	-2%	8%	4	0	5%	1	0.8
COc1ccc(-c2nc3c4ccccc4ccn3c2Cc2ccsc2)cc1OC	u	-16%	3%	27%	9	1	-7%	-1	-0.9
COc1ccc(/C=N/Nc2nonc2N)cc1	0%	1%	-7%	-9%	31	2	-8%	x	-0.2
O=C(CCC1CCCC1)NCCCNC(=O)CCC1CCCC1	u	3%	2%	5%	8	5	8%	0	-4.1
CCOc1ccccc1OCC(=O)NN1Cc2ccccc2C1=N	-26%	0%	-8%	-5%	-18	-1	-2%	2	-1.8
Cc1ccccc1-n1c(SCc2cc(=O)n3ccccc3n2)nc2[nH]ncc2c1=O	59%[activator]	-15%	1%	18%	24	2	-4%	2	0.3
COc1ccc(-c2nsc3c(N4CCN(C(=O)c5ccco5)CC4)ncnc23)cc1	3%	-5%	-7%	-1%	60	3	3%	-21	-1.1
Cc1cccc(NC(=O)NCC(c2ccco2)N2CCCCC2)c1 (stereo not drawn)	u	-2%	4%	3%	-13	-17	-2%	-2	-2.2
O=C(NCc1ccco1)C(=O)NCC1OCCN1S(=O)(=O)c1cc(F)ccc1F (stereo not drawn)	2%	-3%	-13%	6%	5	8	1%	-21	0.2
O=C(NNC(=O)c1cc(-c2ccco2)nc2ccccc12)c1ccccc1	48%[activator]	0%	-8%	10%	23	-2	-7%[11.6 µM]	-23	-3.4
CCNc1nnc(SCC(=O)N2c3ccccc3NC(=O)CC2C)s1 (stereo not drawn)	17%	-3%	-7%	0%	u	-8	4%	-11	0.9
CC(C)c1ccc(C(CC(=O)c2ccc(Cl)cc2)C(=O)O)cc1 (stereo not drawn)	u	-6%	-7%	-10%	-23	1	0%	6	-0.4
Cc1ccc(C)c(N2CCN(C(=O)Nc3ccc4c(c3)N(C)C(=O)CS4)CC2)c1	u	-51%	4%	9%	23	2	4%	-3	-4.1
Cc1nn(C(C)(C)C)c(OC(=O)C2CCCC2)c1S(=O)(=O)c1ccccc1	u	-18%	-3%	-27%	1	5	-3%	-4	0.6
Cn1cc(CNCc2cn(C)nc2-c2ccc(C3CCCCC3)cc2)cn1	7.9µM*	0%	-11%	19%	0	-3	7%	2	0.9
Cn1c(=O)oc2cc(S(=O)(=O)CCC(=O)Nc3ccccc3)ccc21	3%	3%	-6%	9%	-6	0	0%	8	-1.7
C=CC[N+](C)(C)C/C(Cl)=C(\Cl)c1ccccc1	-8%	0%	-8%	-5%	-12	5	-4%[57.1 µM]	2	-1.2
Cc1ccccc1NS(=O)(=O)c1nnc(NC(=O)c2ccc(Cl)cc2)s1	u	4%&-2%	-12%	-2%	-3	-2&-5	-7%	0	-1.6
C(=C\c1ccccc1)/CN1CCN(Cc2nc(Cc3ccccc3)no2)CC1	u	2%	-12%	11%	-3	-5	8%	0	-0.4
CC(=O)Nc1ccc(SCC(=O)OCC(=O)NC(=O)NCc2ccco2)cc1	39%[activator]	13%	-6%	-10%	13	2	7%	1	-2.5
CCOC(=O)C(C(=O)OCC)c1c([N+](=O)[O-])c(=O)n2c3c(cccc13)CCC2	-15%	3%	-12%	25%	3	3	-17%	-8	1.6
COCCCNC(=S)N/N=C/c1cccc(OC)c1O	1.1µM*	u	-6%	9%	0	15	-4%	-4	1.9
CC1CCN(S(=O)(=O)c2csc(C(=O)Nc3ccccc3)c2)CC1	u	-21%	-1%	14%	13	-1	-8%	x	0.0
COc1ccc(-c2ccc(OC)c([C@H]3[C@@H]4C=CCC[C@@]4(C)C(=O)N3Cc3ccccc3)c2)cc1OC	-24%	-17%	-1%	25%	-2	-2	-1%	1	-0.2
Cc1occc1C(=O)NNC(=O)Nc1ccc([N+](=O)[O-])cc1	-3%	-1%	-2%	-11%	4	0	-4%	5	-0.2
CC(C)c1ccc(N(C(=O)c2ccc3c(c2)OCO3)C2C=CS(=O)(=O)C2)cc1 (stereo not drawn)	u	-10%	-3%	8%	2	4	-2%	1	-2.5
Cc1[nH]n(-c2cccc3ccccc23)c(=O)c1/C=N/c1sc2c(c1C#N)CCC2	0%	1%	u	-4%	-5	4	-15%	-29	-0.1
Cc1ccc(S(=O)(=O)N(C)C)cc1NC(=O)COC(=O)/C=C/c1cccs1	3%	5%	-2%	-4%	5	-11	3%	1	-3.3
Brc1ccc(C2=Nn3c(nnc3-c3cccnc3)SC2)s1	41%[activator]	-1%	-11%	4%	u	0	-14%	-4	12
O=C(/C=C/c1cn(-c2ccccc2)nc1-c1cccnc1)N1CCCC1	71%[activator]	-9%	4%	7%	135	16	8%	2	0.3
Cc1cc(=O)[nH]c(N/N=C/c2c(C)nn(-c3ccccc3)c2C)n1	98%[activator]	-10%	2%	14%	-8	-15	-14%	0	-1.3
O=C(N/N=C/c1ccccn1)c1ccc(NC(=O)c2ccc(F)cc2)cc1	-22%	7%	-15%	0%	-23	10	-17%	-4	-0.9
Cc1ccc2[nH]c(CN3CCN(C)C(CCO)C3)c(C)c2c1 (stereo not drawn)	u	-8%	-6%	-3%	0	-1	9%	4	1.1
O=C(OCc1nc2ccccc2s1)C1CCN(C2=NS(=O)(=O)c3ccccc32)CC1	0%	1%	-12%	3%	5	0	-5%	0	-4.3
CC1CCCC(NC(=O)CCn2c(=O)oc3ccccc32)C1C (stereo not drawn)	0%	-15%	1%	0%	-12	-8	-7%	10	-2.3
CC(C)N1CCC(C)(C(=O)Nc2cc(-c3ccccc3)nn2C)C1 (stereo not drawn)	6%	6%	-8%	-5%	10	1	5%	-4	1.5
Oc1ccc2ccccc2c1C=Nc1ccccc1	-16%	-13%	u	8%	-11	6	-23%	-2	-0.3
Cc1noc(C)c1C(=O)Nc1ccc(-c2nnc3n2CCCCC3)cc1	11%	-25%	2%	-22%	-16	-21	-3%	0	-3.7
CCOc1ccc(N2C(=O)CC(n3ccc(C)n3)C2=O)cc1 (stereo not drawn)	0%	-3%	-1%	2%	7	2	3%	1	-3.1
COc1cccc(CNC(=O)C2CCCN(S(=O)(=O)c3c(C)n[nH]c3C)C2)c1 (stereo not drawn)	12%	-2%	-7%	-6%	-4	-2	0%	1	-1.0
CCC/C(=C1/C(=O)CC(C)(C)C(C(=O)OC)C1=O)N1CCCC1 (stereo not drawn)	-7%	1%	-13%	-1%	25	-12	6%	8	-0.5
CC(NC(=O)Cc1ccc(S(=O)(=O)N2CCOCC2)s1)c1ccc(Br)cc1 (stereo not drawn)	u	5%	-8%	5%	17	-13	u	-1	-4.5
CN(CCC1CCOCC1)Cc1nc(Cc2ccccc2F)no1	7%	9%	-1%	3%	62	0	-1%	0	-0.6
CC(=O)N1C[C@H]2CON(C)[C@H]2C[C@H]1c1cccc(-c2cc(Cl)cc(Cl)c2)c1	-6%	4%	-12%	-1%	-24	-4	-1%	6	-2.9
Cc1ccc(NC(=O)COC(=O)C2CCC(=O)N2)c(S(=O)(=O)N2CCOCC2)c1 (stereo not drawn)	11%	21%	-12%	1%	10	-4	-2%	0	0.7
Cc1ccc(Oc2coc3cc(OC(=O)c4cccs4)ccc3c2=O)cc1	9%	-6%	-7%	-10%	1	-8	20%	x	-0.7
COC(=O)c1sc(N)c(C(=O)OC)c1COC(=O)[C@@H](NS(=O)(=O)c1cccc(Cl)c1)C(C)C	u	10%	-1%	14%	-12	2	-18%	0	-0.8
CCCC(=O)c1ccc(N2CCN(C(=O)c3cccs3)CC2)c(F)c1	-11%	8%	-5%	8%	2	12	-6%[57.1 µM]	-6	-2.2
CC(C)CNC(=O)COC(=O)c1n[nH]c2ccccc12	26%	9%	-3%	6%	8	2	-1%	5	-1.2
CC(=O)c1sc(NC(=O)C2CCN(c3ncnc4sc(C)c(C)c34)CC2)nc1-c1ccccc1	-12%	4%	-4%	-6%	-3	-3	0%	-1	-1.2
O=C(COC(=O)c1cccnc1Cl)Nc1cc(S(=O)(=O)N2CCCCC2)ccc1Cl	-21%	-4%	-8%	12%	-5	4	0%	-8	-4.6
CN(CC(=O)Nc1ccc(OC(F)(F)F)cc1)C(=O)/C=C/c1cc2c(cc1[N+](=O)[O-])OCO2	u	-25%	-7%	11%	-95*	-30	5%	-2	0.2
O=C(CCCn1c(=O)c2cccn2c2cccnc21)NCc1cccc(Br)c1	64%[activator]	7%	8%	3%	17	4	-8%	6	1.4

Taken from above:
PLK1 PBD block, `CC(C)N1CCC(C)(C(=O)Nc2cc(-c3ccccc3)nn2C)C1` (stereo not drawn) → -8%
PLK1 PBD block, `CC(=O)N1C[C@H]2CON(C)[C@H]2C[C@H]1c1cccc(-c2cc(Cl)cc(Cl)c2)c1` → -12%
D3 ag, `CC(NC(=O)Cc1ccc(S(=O)(=O)N2CCOCC2)s1)c1ccc(Br)cc1` (stereo not drawn) → -13
GLP1R inv ag, `Cc1ccc(NC(=O)COC(=O)C2CCC(=O)N2)c(S(=O)(=O)N2CCOCC2)c1` (stereo not drawn) → 11%

Part of the list above, with bars between the fields.
structure | GLP1R inv ag | GLP1R cytotox | PLK1 PBD block | GLP-1R agonist | DRD3 antagonist | D3 ag | WRN inhibitor | PI5P4Ka inh | IL-2 act
CC(NC(=O)Cc1ccc(S(=O)(=O)N2CCOCC2)s1)c1ccc(Br)cc1 (stereo not drawn) | u | 5% | -8% | 5% | 17 | -13 | u | -1 | -4.5
CN(CCC1CCOCC1)Cc1nc(Cc2ccccc2F)no1 | 7% | 9% | -1% | 3% | 62 | 0 | -1% | 0 | -0.6
